Assay outcomes (PubChem BioAssay)
PRC2 inh – inhibitors of human EZH2/PRC2 methyltransferase; AID 651548; actives 0.35% (n = 57,000); inhibition, % at 12.5 µM; Q15910; PRC2 H3K27 methylation, DELFIA TRF, 1 h;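 active means mean inhibition of replicates at least 50% and every single replicate also reaching 50%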;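 further: dimethyl H3K27 on biotinylated H3 21-44 peptide detected by antibody; plate controls were median neutral control wells for no effect and median positive control wells for full effect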
IDH1 R132H inh – IDH1 R132H (human) inhibition. AID 624101. inhibition, % at 10 µM. O75874. actives 0.18% (n = 70,000). IDH1 R132H reductase, diaphorase/resazurin fluorescence, 60 min; in the data active means inhibition above about 34%;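 further: 0% = DMSO and 100% = no enzyme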
Target sequence (O75874 whole entry R132H): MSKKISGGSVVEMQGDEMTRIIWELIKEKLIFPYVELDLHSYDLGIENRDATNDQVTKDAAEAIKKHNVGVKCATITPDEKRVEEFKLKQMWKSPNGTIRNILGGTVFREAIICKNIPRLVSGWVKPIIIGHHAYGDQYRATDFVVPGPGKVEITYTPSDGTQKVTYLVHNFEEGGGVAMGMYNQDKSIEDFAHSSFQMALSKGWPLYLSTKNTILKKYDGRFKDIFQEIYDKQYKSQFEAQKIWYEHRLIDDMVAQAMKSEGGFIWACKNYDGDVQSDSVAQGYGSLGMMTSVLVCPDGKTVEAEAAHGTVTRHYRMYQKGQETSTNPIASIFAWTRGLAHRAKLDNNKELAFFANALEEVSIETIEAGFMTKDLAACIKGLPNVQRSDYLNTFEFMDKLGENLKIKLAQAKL
* marks the source's active call; other numbers are inactive results; . = no result given; & = joins results of further samples. The list is partial; the hit share may differ from the screen's.

SMILES	PRC2 inh	IDH1 R132H inh
C[C@H](CO)N1C[C@H](C)[C@H](CN(C)C(=O)Oc2ccc3ccccc3c2)OCc2cnnn2CCCC1=O	2.1	-6.9
CCCN(CCC)CCc1c[nH]c2ccc(C(N)=O)cc12	-6.7	0.2
C[C@]12CC[C@H](O)C[C@H]1CC[C@@H]1[C@@H]2CC[C@]2(C)[C@@H](C3=CC(=O)OC3)CC[C@]12O	.	0.4
CC1=CC(=O)C2=C(C)C[C@H](O)[C@@H]3[C@H](OC(=O)[C@H]3C)[C@@H]12	3.7	0.8
CCc1ccc(NC2=NCCS2)cc1	46.3	-1.0
COC(=O)CC1(CC(=O)OC)C(=O)N(C)C(=O)N(C)C1=O	.	1.3
OC[C@H]1O[C@@H](n2cnc3cc(Cl)c(Cl)cc32)C(O)[C@H]1O (stereo partly drawn)	.	0.6&0.0
CCN1C[C@]2(C)CC[C@H](O)[C@@]34C2[C@H](OC)C([C@@H]13)[C@@]1(O)C[C@H](OC)[C@H]2C[C@@H]4[C@@H]1[C@H]2O	-1.7	0.2
COC(=O)C12CC3CC(C(C)O)C1N(CCc1c2[nH]c2cc(OC)ccc12)C3 (stereo not drawn)	-16.6	.
CCC(CO)NC(=O)C1C=C2c3cccc4[nH]cc(c34)CC2N(C)C1 (stereo not drawn)	.	-1.0
C=C(C)CN1CC[C@]23c4c5ccc(O)c4O[C@H]2c2[nH]c4ccccc4c2C[C@@]3(O)C1C5	.	-2.8
CCN1C[C@]2(COC)[C@H](O)C[C@H](OC)[C@@]34[C@@H]5C[C@]6(O)[C@H](OC(=O)c7ccccc7)[C@@H]5[C@@](OC(C)=O)(C([C@H](OC)[C@H]23)[C@@H]14)[C@@H](O)[C@@H]6OC	.	-1.6
O=C1NC(=O)c2c1c1c3ccccc3[nH]c1c1[nH]c3ccccc3c21	-4.5	0.5
CC(C)Nc1nc(Cl)nc(NC(C)C)n1	9.0	-0.4
C[C@@H]1CN([C@H](C)CO)C(=O)CCCn2cc(nn2)CO[C@@H]1CN(C)C(=O)Oc1ccc2ccccc2c1	6.2	1.3
CO[C@H]1[C@@H](O)[C@@H](C)O[C@@H](OC2CCC3(C)C(CC[C@@H]4[C@@H]3CCC3(C)C(C5=CC(=O)OC5)C(O)CC43O)C2)[C@@H]1O (stereo partly drawn)	3.8	2.9
O=c1[nH]c2ccccc2n1CCCN1CCC(n2c(=O)[nH]c3cc(Cl)ccc32)CC1	.	0.6
CSC1=NN1c1cc(C)nc(N)n1	-17.0	-1.0
CCCCn1c(=O)c(C(=O)NCc2ccccn2)c(O)c2ccccc21	11.1	0.7
O=C(O)Cn1cc(C(=O)c2ccccc2)c2ccccc21	7.8	0.3
O=c1c2ccccc2nc(CSc2ccccn2)n1-c1cccc(C(F)(F)F)c1	-18.6	-0.3
CC(C)[C@H]1C(=O)N2CCC[C@H]2[C@]2(O)O[C@](NC(=O)[C@@H]3C=C4c5cccc6[nH]cc(c56)C[C@H]4N(C)C3)(C(C)C)C(=O)N12	-17.1	0.3
CC1CCCCCC(=O)c2c(O)cc(O)cc2CC(=O)O1 (stereo not drawn)	-9.6	.
O=c1[nH]c(=O)n(-c2ccccc2F)c(O)c1C=NCCC1=CCCCC1	-50.1	0.1
O=C1Nc2cc(Cl)c(Cl)cc2N2CCNCC12 (stereo not drawn)	.	1.5
C/C1=C/[C@@H](C)C/C=C/[C@H]2[C@@H]3O[C@]3(C)[C@@H](C)[C@H]3[C@H](Cc4c[nH]c5ccccc45)NC(=O)[C@]32C(=O)/C=C\C(=O)[C@@H]1O	.	-0.1
CC(=O)c1ccccc1NC(=O)C1C2CCC(O2)C1C(=O)O (stereo not drawn)	-21.3	4.4
CC(C)(C)c1cc(C=C(C#N)C#N)cc(C(C)(C)C)c1O	8.0	-0.4
COP(=S)(OC)SCn1nnc2ccccc2c1=O	10.6	1.0
O=C(NC(=O)c1ccccc1Cl)Nc1ccc2c(c1)S(=O)(=O)C=C2	-1.5	-1.7
CN1CCCCC1c1ccc(-c2cccnc2)nc1 (stereo not drawn)	.	-0.3
COc1cccc(CNCCc2c[nH]c3ccccc23)c1O	-20.0	-0.3
CC[C@@H](C)C(=O)O[C@H]1[C@H](O)[C@H]2[C@@H](CN3C[C@@H](C)CC[C@H]3[C@@]2(C)O)C2C[C@]34O[C@@]5(O)[C@@H](OC(=O)[C@](C)(O)CC)CC[C@@]3(C)[C@@H]5[C@@H](OC(C)=O)[C@@H](OC(C)=O)[C@H]4[C@@]21O (stereo partly drawn)	.	-0.9
CCC1CN2CCC3(C(=O)Nc4cccc(O)c43)C2CC1/C(=C/OC)C(=O)OC (stereo not drawn)	.	4.1
COc1ccc(OC(=O)N(C)C[C@@H]2OCc3cnnn3CCCC(=O)N([C@@H](C)CO)C[C@H]2C)cc1	10.7	.
CCOC(=O)[C@@H]1[C@@H]2NC(=O)N(C)[C@@]1(COCc1ccc(OC)cc1)Oc1ccccc12	10.6	.
COc1ccc2c3c1O[C@H]1[C@@H](O)C=C[C@H]4C(C2)N(C)CCC341 (stereo partly drawn)	6.1	0.0
CCOC(=O)c1ncn2c1C1CCCN1C(=O)c1cc(OC)ccc1-2 (stereo not drawn)	.	-0.3
C[C@]12N[C@H](Cc3ccccc31)c1ccccc12	-11.2	-1.0
COc1ccc(OC(=O)N(C)C[C@@H]2OCc3cnnn3CCCC(=O)N([C@H](C)CO)C[C@@H]2C)cc1	0.7	-1.0
FC(F)(F)c1cccc(N2CCNCC2)c1	-1.9	0.9
Clc1ccc(C(c2ccc(Cl)cc2)C(Cl)(Cl)Cl)cc1	2.2	0.3
COC1CC(OC2CCC3(C)C(CCC4C3CCC3(C)C(C5=CC(=O)OC5)C(OC(C)=O)CC43O)C2)OC(C)C1OC1OC(COC2OC(CO)C(O)C(O)C2O)C(O)C(O)C1O (stereo not drawn)	.	0.2
COC(=O)[C@H]1O[C@@H]2C[C@H]3OC(n4cnc5c(N)ncnc54)[C@H](OC)[C@H]3O[C@@]2(O)[C@@H](O)[C@@H]1O (stereo partly drawn)	.	-0.6
COC(=O)C12CC3CC(C(C)O)C1N(CCc1c2[nH]c2ccc(OC)cc12)C3 (stereo not drawn)	11.0	2.4
COc1ccccc1N1C(=O)NC(=O)C(CCc2ccncc2)(Cc2cccc3ccccc23)C1=O (stereo not drawn)	4.7	4.8
CC(CCc1ccc(O)cc1)O[C@@H]1O[C@H](CO[C@H]2OC[C@](O)(CO)[C@H]2O)[C@@H](O)[C@H](O)[C@H]1O (stereo partly drawn)	93.6*	2.3
C=CCN1CCc2cccc3c2[C@H]1Cc1ccc(O)c(O)c1-3	-9.7	5.4
CCCN(CCC)[C@@H]1CCc2cccc(O)c2C1	-3.3	1.0
O=C(Cn1cc(C(=O)c2ccccc2)c2ccccc21)Nc1ccc(Br)cc1	14.8	0.0
C[C@@H]1CN([C@H](C)CO)C(=O)CCCn2cc(nn2)CO[C@H]1CN(C)C(=O)Oc1ccc2ccccc2c1	5.4	1.1
CC(N)Cc1c[nH]c2ccc(OCc3cccs3)cc12 (stereo not drawn)	.	-0.1
COC(=O)C1=CO[C@H](C)[C@@H]2CN3CCC4(C(=O)Nc5ccccc54)C3C[C@H]12 (stereo partly drawn)	1.8	4.3
CC(C)c1cc2c(cc1O)[C@@]1(C)CCCC(C)(C)[C@@H]1CC2O (stereo partly drawn)	.	-0.2
C[C@H]1O[C@@H](O[C@H]2CC[C@]3(CO)C4CC[C@]5(C)[C@@H](C6=CC(=O)OC6)CC[C@]5(O)[C@@H]4CC[C@H]3C2)[C@H](O)[C@H](O)[C@@H]1O[C@@H]1O[C@H](CO)[C@@H](O)[C@H](O)[C@H]1O (stereo partly drawn)	.	5.0
Nc1ccc(CCN2CCN(c3cccc(C(F)(F)F)c3)CC2)cc1	0.1	-0.8
Cc1ccc2c(c1)C1(CCN(CCc3nc(-c4ccccc4)oc3C)CC1)OC(=O)N2	-0.3	-3.3
Cc1ccc2cc3c(ccc4ccccc43)c3c2c1CC3	14.4	-0.9
O=C(NC(=O)c1c(F)cccc1F)Nc1cc(Cl)c(OC(F)(F)C(F)C(F)(F)F)cc1Cl (stereo not drawn)	.	0.3
CCc1cccc(C)c1N(C(=O)CCl)C(C)COC (stereo not drawn)	.	-0.1
More entries:
SMILES	PRC2 inh	IDH1 R132H inh
CCN(CC)CCOC1CCC2(C)C(=CCC3C4CCC(=O)C4(C)CCC32)C1 (stereo not drawn)	.	0.1
COc1ccc2c(c1OC)CN1CCc3cc4c(cc3C1C2)OCO4 (stereo not drawn)	.	-2.7
N[C@H](CO)Cc1ccccc1	-11.6	0.3
COC1CC(O[C@H]2CC[C@@]3(C)C(CCC4C3CC[C@]3(C)C(C5=CC(=O)OC5)CCC43O)C2)OC(C)C1OC1OC(COC2OC(CO)C(O)C(O)C2O)C(O)C(O)C1O (stereo partly drawn)	.	0.2
CC(N)Cc1ccc(O)cc1 (stereo not drawn)	.	-0.6
Cc1ccc2c(c1)-c1cc(C)nn1C(c1cccnc1)N2 (stereo not drawn)	4.6	-0.7
N#C[C@@H](OC1OC(COC2OCC(O)C(O)C2O)C(O)C(O)C1O)c1ccccc1 (stereo partly drawn)	9.0	-0.3
CC[C@@H](CO)NC(=O)[C@@H]1C=C2c3cccc4[nH]cc(c34)C[C@H]2N(C)C1	-6.1	-0.2
c1cncc([C@H]2CCCCN2)c1	-6.2	1.5
C=C[C@H]1[C@H](O[C@@H]2O[C@H](CO)[C@@H](O)[C@H](O)[C@H]2O)OC=C2C(=O)OCC[C@H]21	.	0.5
c1ccc2sc(C3(N4CCCC4)CCCCC3)cc2c1	2.8	-1.0
c1ccc(C2CNCc3ccccc32)cc1 (stereo not drawn)	.	-0.9

Sorted by molar mass (ascending): part of the list above.
SMILES	PRC2 inh	IDH1 R132H inh
CC(N)Cc1ccc(O)cc1 (stereo not drawn)	.	-0.6
C[C@]12N[C@H](Cc3ccccc31)c1ccccc12	-11.2	-1.0
CCCN(CCC)[C@@H]1CCc2cccc(O)c2C1	-3.3	1.0
Cc1ccc2cc3c(ccc4ccccc43)c3c2c1CC3	14.4	-0.9
Cc1ccc2c(c1)-c1cc(C)nn1C(c1cccnc1)N2 (stereo not drawn)	4.6	-0.7
O=C(O)Cn1cc(C(=O)c2ccccc2)c2ccccc21	7.8	0.3
c1ccc2sc(C3(N4CCCC4)CCCCC3)cc2c1	2.8	-1.0
Nc1ccc(CCN2CCN(c3cccc(C(F)(F)F)c3)CC2)cc1	0.1	-0.8
CCCCn1c(=O)c(C(=O)NCc2ccccn2)c(O)c2ccccc21	11.1	0.7
COC(=O)C1=CO[C@H](C)[C@@H]2CN3CCC4(C(=O)Nc5ccccc54)C3C[C@H]12 (stereo partly drawn)	1.8	4.3
CCN(CC)CCOC1CCC2(C)C(=CCC3C4CCC(=O)C4(C)CCC32)C1 (stereo not drawn)	.	0.1
O=c1c2ccccc2nc(CSc2ccccn2)n1-c1cccc(C(F)(F)F)c1	-18.6	-0.3
O=C(Cn1cc(C(=O)c2ccccc2)c2ccccc21)Nc1ccc(Br)cc1	14.8	0.0
CC(CCc1ccc(O)cc1)O[C@@H]1O[C@H](CO[C@H]2OC[C@](O)(CO)[C@H]2O)[C@@H](O)[C@H](O)[C@H]1O (stereo partly drawn)	93.6*	2.3
COc1ccc(OC(=O)N(C)C[C@@H]2OCc3cnnn3CCCC(=O)N([C@H](C)CO)C[C@@H]2C)cc1	0.7	-1.0
C/C1=C/[C@@H](C)C/C=C/[C@H]2[C@@H]3O[C@]3(C)[C@@H](C)[C@H]3[C@H](Cc4c[nH]c5ccccc45)NC(=O)[C@]32C(=O)/C=C\C(=O)[C@@H]1O	.	-0.1
COC1CC(O[C@H]2CC[C@@]3(C)C(CCC4C3CC[C@]3(C)C(C5=CC(=O)OC5)CCC43O)C2)OC(C)C1OC1OC(COC2OC(CO)C(O)C(O)C2O)C(O)C(O)C1O (stereo partly drawn)	.	0.2

(next part)
SMILES	PRC2 inh	IDH1 R132H inh
O=C1CCCC2C3CC(CN12)[C@@H]1CCCCN1C3 (stereo partly drawn)	.	-0.4
Cc1ccc2c(c1)Cc1c(C(=O)NC3CCCCC3)nn(-c3ccc(Cl)cc3Cl)c1-2	-0.5	-0.2
CC1=CC(=O)C2=C(C)C[C@H](O)[C@@H]3[C@H](OC(=O)[C@@H]3C)[C@@H]12	.	0.5
Cc1ccc(N2C(=O)NC(=O)C(CCc3ccccn3)(Cc3ccc(F)cc3)C2=O)cc1 (stereo not drawn)	0.5	0.2
COc1cc2c(cc1O)[C@@H]1Cc3ccc(OC)c(O)c3CN1CC2	9.7	-3.9
CCC1(c2ccc(N)cc2)CCC(=O)NC1=O (stereo not drawn)	.	-1.7
CCNC(=S)N1CCN(CC(=O)Nc2ccc(Cl)cc2C(=O)c2ccccc2)CC1	-1.3	0.2
Clc1ccc(C2CC3CCC2N3)cn1 (stereo not drawn)	.	1.0
Cc1cc(OCc2cc(C(=O)O)oc2C)c2c3c(c(=O)oc2c1)CCCC3	.	4.6
COC(=O)C=CC(=O)NC1CCC2(O)C3Cc4ccc(O)c5c4C2(CCN3CC2CC2)C1O5 (stereo not drawn)	.	-2.0
NCC(CS(=O)(=O)O)c1ccc(Cl)cc1 (stereo not drawn)	.	-0.2
CO[C@H]1[C@H](O)[C@H](O[C@H]2CC[C@]3(C)C4CC[C@]5(C)[C@H](C6=CC(=O)OC6)CC[C@]5(O)C4CC[C@@H]3C2)O[C@@H](C)[C@@H]1O[C@@H]1O[C@H](CO[C@@H]2O[C@H](CO)[C@@H](O)[C@H](O)[C@H]2O)[C@@H](O)[C@H](O)[C@H]1O (stereo partly drawn)	.	0.1
C[C@@H]1CN([C@H](C)CO)C(=O)CCCn2nncc2CO[C@@H]1CN(C)C(=O)Oc1ccc2ccccc2c1	.	-4.3
COc1cc2c(cc1O)C1Cc3ccc(OC)c(O)c3CN1CC2 (stereo not drawn)	-23.0	-0.3
NP(N)(=O)NC(=O)c1ccc(F)cc1	11.1	0.4
